TRPML3 ag: human TRPML3 channel agonists, primary screen, cell-based, HEK293 TRPML3-YFP, Fluo-8 calcium fluorescence, 3 µM. 220,000 tested, 0.29% active. AID 1448, 2008. 100% = the carbachol control signal. activation, % at 3 µM;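 active means activation above its plate's cutoff, the mean activation of the plate's test wells plus 3 SD, cut at about 12% in these data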;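 further: 0% = DMSO only wells and 100% = carbachol wells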
Target sequence (Q8TDD5 whole entry, looked up): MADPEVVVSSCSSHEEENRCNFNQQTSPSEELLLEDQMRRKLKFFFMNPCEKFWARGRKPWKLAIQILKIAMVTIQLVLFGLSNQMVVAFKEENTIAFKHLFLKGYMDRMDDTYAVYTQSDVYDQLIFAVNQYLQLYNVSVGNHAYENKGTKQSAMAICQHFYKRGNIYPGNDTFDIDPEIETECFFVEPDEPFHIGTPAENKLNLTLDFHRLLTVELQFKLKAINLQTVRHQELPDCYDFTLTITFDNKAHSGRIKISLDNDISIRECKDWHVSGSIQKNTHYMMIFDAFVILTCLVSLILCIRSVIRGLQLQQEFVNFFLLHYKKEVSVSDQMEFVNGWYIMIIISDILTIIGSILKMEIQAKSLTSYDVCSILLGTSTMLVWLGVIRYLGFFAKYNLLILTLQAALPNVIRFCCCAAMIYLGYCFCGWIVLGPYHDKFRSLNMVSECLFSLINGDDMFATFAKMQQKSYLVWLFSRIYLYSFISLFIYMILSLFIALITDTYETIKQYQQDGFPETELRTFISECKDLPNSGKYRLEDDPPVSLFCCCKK
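Material: TRPML3-YFP stable HEK293 cells | Dosing: One concentration, 3 µM nominal, 0.3% DMSO | Timing: 125 s total fluorescence read per well | Technique: Fluo-8 calcium dye fluorescence, ex 470-495, em 515-575 nm | Measure: Percent activation from peak-to-basal fluorescence ratio, scaled between DMSO and carbachol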
Ba/F3 V617F tox: reduced viability of JAK2V617F-dependent Ba/F3 cells, primary screen, JAK2V617F inhibitor project, cell-based, Ba/F3 EpoR-JAK2V617F, luminescence; ATP luminescence; inhibition, % at 5.6 µM; 220,000 tested, 1.1% active;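 active means inhibition above the campaign mean plus 3 SD over all tested compounds, cut at about 24% in these data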;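 further: cytokine-independent growth of Ba/F3 cells driven by EpoR plus mutant JAK2; 0% = DMSO-treated cells and 100% = JAK inhibitor I control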
PPC-1+TRAIL kill: compounds killing PPC-1 cancer cells with TRAIL present, primary screen, TRAIL potentiator project, ATPLite luminescence, uHTS; PPC-1 cells + TRAIL, ATPLite viability luminescence; cell killing (% activity), % at 4 µM; 220,000 tested, 0.41% active; AID 1443, 2008;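 active means cell killing above 50% in the first pass at 4 µM, then a duplicate retest at 5 µM averaging 50% or more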;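 further: plate controls were cells with TRAIL plus DMSO for no effect and medium-only wells lacking cells for full effect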
CHOP inh: inhibitors of CHOP promoter induction, primary screen, cell-based, unfolded protein response, luciferase reporter. 220,000 tested, 3.8% active. inhibition, % at 10 µM. AID 2732, 2010. CHO-K1 CHOP-promoter luciferase, tunicamycin-induced, 15-18 h;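 active means compounds that reduced the stress-induced luciferase reporter signal by more than about 70% of percent inhibition, limit read from the data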;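 further: 0% = tunicamycin plus vehicle and 100% = wells without tunicamycin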
Wee1 stabilizer: Wee1 degradation inhibitors, primary screen, cell-based, HeLa, Wee1K328M-luciferase, luminescence; HeLa Luc-Wee1K328M stability; 100% = proteasome inhibitor MG132 effect; reporter increase, % at 5 µM; 220,000 tested, 1.2% active; AID 1321, 2008;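 active means activation above the mean of all tested compounds plus 3 SD, set per screening run, cut at about 8.8% in these data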;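 further: cells exposed to compound for 20 h before luminescence read; 0% = DMSO alone and 100% = MG132 at 30 µM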
zfTRPN1 agonist: zebrafish TRPN1 channel agonists, primary screen, cell-based, HEK293, calcium fluorescence; transient receptor potential cation channel N1 (TRPN1/NompC), Danio rerio; HEK293 zebrafish TRPN1-YFP, Fluo-8 calcium fluorescence; 100% = response to 87 µM carbachol; activation, % at 3 µM; 220,000 tested, 0.18% active; AID 1424, 2008;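 active means activation above its plate's cutoff, the mean activation of test wells on that plate plus 3 SD, cut at about 19% in these data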;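 further: 0% = DMSO alone and 100% = 87 µM carbachol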
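Material: zebrafish TRPN1-YFP in HEK293 cells; Doses: single test compound dose, 3 µM nominal, 0.3% DMSO; Timing: dye loading 1 h at 37 °C, then 30 min room temperature; Technique: intracellular calcium fluorescence with Fluo-8; Benchmarks: high carbachol 87 µM, low DMSO alone.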
TNF death inh: inhibitors of TNF-alpha triggered necroptosis, primary screen, cell-based, Jurkat FADD-/-, single concentration; Jurkat FADD-/- TNF necroptosis rescue, ATP luminescence, 24 h; 0 = TNF only, 100 = no-TNF cells; activation (protection from cell death), % at 10 µM; 220,000 tested, 0.068% active; AID 463075, 2010;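 active means activation, meaning protection from cell death, of at least 50% relative to plate controls; inactive means activation below 50%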;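 further: necroptosis triggered by 40 ng/mL TNF-alpha added together with compound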
BaF3 tox: parental Ba/F3 cell viability inhibition, counter-screen for JAK2V617F inhibitor project, murine pro-B, CellTiter-Glo luminescence. AID 1486, 2009. CellTiter-Glo ATP luminescence. inhibition, % at 5.6 µM. 220,000 tested, 1.1% active;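 active means inhibition above a per-campaign cutoff, the mean inhibition of all tested compounds plus 3 SD, cut at about 27% in these data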;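 further: 0% = DMSO wells and 100% = JAK Inhibitor I control wells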
RBBP9 inh: human RBBP9 inhibitors, primary screen, biochemical, fluorescence polarization, FP-Rh probe, HTS; 220,000 tested, 0.2% active; inhibition, % at 7.94 µM; recombinant RBBP9; AID 1515, 2009;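 active means inhibition above the campaign mean of all tested compounds plus 3 SD, cut at about 14% in these data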;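 further: plate controls were DMSO wells with RBBP9 for no effect and wells lacking RBBP9 protein for full effect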
Target sequence (O75884 whole entry, looked up): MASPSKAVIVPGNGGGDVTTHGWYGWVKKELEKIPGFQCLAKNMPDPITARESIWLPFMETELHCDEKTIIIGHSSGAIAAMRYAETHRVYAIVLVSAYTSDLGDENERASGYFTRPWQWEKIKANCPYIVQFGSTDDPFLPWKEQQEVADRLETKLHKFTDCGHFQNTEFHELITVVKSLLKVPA
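Material: RBBP9 protein. Amount: RBBP9 at 2.5 µM in dispensed solution, before mixing. Schedule: 30 min then 45 min, 25 °C. Medium: Tris buffer pH 8.0, NaCl, Pluronic. Measured by: fluorescence polarization. Measure: percent inhibition from mP, scaled between DMSO and no-protein wells. Replication: one well per compound.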
* marks the source's active call; other numbers are inactive results; x = no result given; & = joins results of further samples; [ ] = remark or other dose.

SMILES	TRPML3 ag	Ba/F3 V617F tox	PPC-1+TRAIL kill	CHOP inh	Wee1 stabilizer	zfTRPN1 agonist	TNF death inh	BaF3 tox	RBBP9 inh
CCCn1cc(C(CC(=O)O)C(=O)O)c2ccccc21 (configuration not stated)	0.5	1	32	1	2	2.5	-0.7	9	5
Cc1cc2nnc(SCC(=O)N3CCCCC3)n2c(N)n1	0.3	-3	13	-24	-1	-0.5	1.9	-1	1
O=C(O)c1cc(-c2ccc(/C=N/N3C(=O)C4C5C=CC(C6CC56)C4C3=O)o2)ccc1Cl (configuration not stated)	-0.3	-4	15	5	3	-1.7	-0.1	-1	7
O=C(CSc1ncn[nH]1)c1ccccc1	-0.1	0	-9	31	-2	0.1	-1.9	1	4
CC(Oc1ccc(Br)cc1)c1nc2c3ccccc3nc(=S)n2[nH]1 (configuration not stated)	2.2	-1	7	-50	-2	0.4	0.8	2	-4
Cc1ccccc1-n1c(-c2cccnc2)n[nH]c1=S	0.7	2	15	17	-2	-0.3	-0.5	3	-6
CC1/C(=C\c2ccc(Cl)cc2)C(=O)C2CC1C2(C)C (configuration not stated)	0.1	0	14	76*	-2	-0.5	0.6	2	5
COc1ccc(C(=O)NCC2CCCO2)cc1 (configuration not stated)	1.0	0	6	1	3	1.9	0.7	5	2
Cc1cc(/C=N/n2cnnc2)c(C)n1-c1cccc(Cl)c1	-0.6	-1	13	0	4	-0.4	-3.0	2	0
Cc1[nH]nc2c1C(C1CC=CCC1)C(C#N)=C(N)O2 (configuration not stated)	0.5	-2	11	x	-4	0.3	-6.6	-2	-8
COc1ccc(C(=O)OC(C)CN2CCN(C)CC2)cc1OC (configuration not stated)	0.3	-1	23	1	-1	2.7	0.7	6	-3
C=CCN1C(=O)CSc2ccc(C(=O)NCc3cccs3)cc21	-0.1	-5	14	10	-3	1.9	-1.3	4	7
Cc1cc(NC(c2cccnc2)c2c(C)[nH]c3ccccc23)no1 (configuration not stated)	-0.6	4	-4	31	-1	1.8	0.3	11	-1
CC(C)OC(=O)CC(=O)CSc1nc2c(cc1C#N)CCC2	0.7	0	16	10	-2	0.4	-2.2	4	5
COc1cccc2c1C(=O)O/C2=C/c1ccc2c(c1)OCO2	1.1	-4	38[5 µM]	85*	2	0.4	-5.3	-1	-4
Cn1cnc2c(NCc3ccco3)ncnc21	0.8	1	11	24	1	0.1	-0.2	2	-2
Cc1onc(C(=O)NN)c1-c1csc(COc2ccc(Cl)cc2)n1	0.7	-2	-4	-2	2	0.8	-0.7	-9	-7
CCCC(=O)N=c1sc2c(OC)ccc(OC)c2n1C	0.6	0	5	-15	2	0.2	-0.1	1	-12
CCNC(=S)NNC(=O)c1c(Cl)c(C)nn1C	0.5	-3	28	40	1	-0.1	1.5	0	11
CC(C)C[C@@H]1NC(=O)[C@H](C(C)C)NC(=O)c2cc([N+](=O)[O-])cc(I)c2NCC[C@@H](C(N)=O)NC1=O	0.3	5	15	22	0	0.6	-1.6	8	-10
CCOc1cc(C2c3c(oc4ccccc4c3=O)C(=O)N2c2nccs2)ccc1O (configuration not stated)	0.2	0	21	104*	1	0.7	-1.8	-4	-1
CCOC(=O)N1CCN(c2cc(N3CCOCC3)c(F)cc2[N+](=O)[O-])CC1	0.8	2	15	2	3	0.8	-0.2	5	-1
COc1cccc(OC)c1C(=O)Nc1cccc(-c2nc3ccccc3[nH]2)c1	0.1	-3	23	1	-2	1.2	0.6	-1	-12
CC(C)Oc1ccc(C(=O)Nc2ccc(N(C)C)cc2)cc1	0.7	-3	26	17	2	2.4	-5.4	6	1
Clc1ccc2c(c1)C(N1CCNCC1)=Nc1ccccc1O2	0.3	-4	13	21&-32	-1	-1.5	-2.0	4	0
SMILES	TRPML3 ag	Ba/F3 V617F tox	PPC-1+TRAIL kill	CHOP inh	Wee1 stabilizer	zfTRPN1 agonist	TNF death inh	BaF3 tox	RBBP9 inh
Cc1cccc(-n2c(N)cc(=O)[nH]c2=S)c1C	0.8	-2	10	30	1	0.4	-1.2	3	-1
Cn1c2c(c(=O)n(C)c1=O)CN(CCc1ccccc1)CN2	-0.1	0	11	14	4	-0.9	0.0	1	-8
Cc1ccc(N2C(N)=C(C#N)C(c3cc(CN4CCOCC4)cs3)C3=C2CC(C)(C)CC3=O)cc1 (configuration not stated)	0.4	0	9	7	-1	-0.8	0.3	6	8
CCc1cc(OCCCCNCc2ccccc2)ccc1Cl	0.8	-2	32	56	-3	-0.2	4.4	3	4
Cc1cccc(C(=O)Oc2ccccc2/C=N/NC(=O)c2ccc(NC(=O)C(C)(C)C)cc2)c1	0.7	4	19	21	0	1.8	-0.6	8	-11
CCOC(=O)C1CCCNC1=O (configuration not stated)	-0.4	-4	18	-6	4	-1.0	0.8	1	-3
COc1ccccc1OCc1nc(C#N)c(NCCCn2ccnc2)o1	0.9	0	-5	2	3	1.6	0.2	5	-8
O=C(NNC1=Nc2ccccc2SC1)c1ccccc1F	0.1	-1	1	-21	-3	-0.8	-5.5	-1	2
O=C(CCCN1C(=O)c2ccccc2C1=O)NCCC1=CCCCC1	-0.2	-1	3	21	4	-0.4	-0.4	3	2
Fc1ccc(-n2c(-c3ccc4ccccc4n3)n[nH]c2=S)cc1	0.1	-1	x	-21	-4	0.4	0.9	1	-4
O=C(CN1C(=O)NC2(CCCCCC2)C1=O)NC1CCCCCCC1	0.5	-1	21	15	-4	6.7	0.6	7	1
Cc1cc(C)nc(SCC(=O)c2ccc([N+](=O)[O-])cc2)n1	0.0	-4	-6	10	-4	-1.1	-3.9	-3	-9
Cc1c(Cl)c([N+](=O)[O-])nn1CC(=O)N1CCCC1	0.9	-1	10	3	9	0.5	3.1	7	-4
Cc1cccc(C)c1NC(=O)C(C)N1CCCCC1 (configuration not stated)	0.4	-2	-6	1	5	0.0	4.1	-4	4
COc1ccc(NC(=O)c2ccc(Br)o2)cc1	0.6	4	4	-6	-2	1.5	-2.9	3	-12
CCc1nnc(NC(=O)CSc2nc(-c3ccccc3)cc(-c3ccc(OC)cc3)c2C#N)s1	0.7	-3	5	45	2	0.8	3.3	6	-8
O=C(c1ccccc1Cl)N(Cc1ccccc1F)N1C(=O)CCCC1=O	-0.3	2	2	0	2	0.9	-0.7	10	3
CN(C)S(=O)(=O)c1ccc(C(=O)Nc2nnc(SCc3cccc4ccccc34)s2)cc1	0.8	-2	12	103*	-1	-0.9	0.7	3	-6
CC(=O)Nc1cccc2c1C(=O)N(c1ccccc1OC(C)=O)C2=O	0.3	1	6	-14	-4	0.2	0.1	6	-3
O=C(c1[nH]ncc1-c1ccc(Cl)cc1)C1CO1 (configuration not stated)	-0.5	11	21	-98	0	0.5	-26	-2	-1
CCc1nc(SCC(=O)NCCc2ccccc2)c2oc3ccccc3c2n1	1.1	-3	21	10	5	-0.6	0.3	-2	0
Cc1cc(C)c(NC(=O)COC(=O)c2cccc3c2C(=O)c2ccccc2C3=O)c(C)c1	0.2	-4	14	51	3	-1.5	-0.8	5	-6
Cc1ccc(-n2nnc3c(=O)n(CC(=O)N4CCOCC4)cnc32)cc1	0.4	-3	18	5	12*	-0.3	0.5	1	2
CCCn1c(=N)n(CCOc2ccc(OC)cc2)c2ccccc21	-1.4	2	9	-9	2	-1.8	1.0	6	-8
O=C(CO)N/N=C/c1cccc(Cl)c1Cl	0.8	-3	-4	18	2	1.6	-0.3	3	-8
SMILES	TRPML3 ag	Ba/F3 V617F tox	PPC-1+TRAIL kill	CHOP inh	Wee1 stabilizer	zfTRPN1 agonist	TNF death inh	BaF3 tox	RBBP9 inh
CN(C)C(=O)/C(=C/c1cn(-c2ccccc2)nc1-c1cccc([N+](=O)[O-])c1)NC(=O)c1ccccc1	0.7	0	22	-3	0	0.7	-3.0	4	-7
O=C(O)CC12CC3CC(C1)CC(n1ncc(NCc4ccc(F)cc4Cl)c(Cl)c1=O)(C3)C2	0.3	1	-11	8	-1	-0.5	-0.2	6	-7
CCOC(=O)N1CCN(C(c2ccc(C(C)C)cc2)c2sc3nc(C)nn3c2O)CC1 (configuration not stated)	-0.1	-2	25	28	0	-0.2	1.1	3	-7
S=c1[nH]nc(CSCCOc2ccccc2)o1	0.6	-5	5	10	-2	0.4	1.5	0	-6
CN(C)S(=O)(=O)c1ccc(N)c([N+](=O)[O-])c1	-0.2	1	-3	25	0	0.1	-0.2	2	-7
Cc1nc(NC(=O)c2cccc(Cl)c2)sc1-c1csc(Nc2cccc(Cl)c2)n1	0.4	0	9	19	-2	0.1	-2.7	0	1
COC(Cc1n[nH]c(=S)n1-c1ccc(Cl)cc1)OC	1.0	3	-5	7	-2	0.9	-2.4	3	-9
C/C(=N\O)c1c(O)cc(-c2ccccc2)n(-c2ccccc2)c1=O	0.7	-2	-10	3	-3	-1.8	2.1	-2	-7
COc1ccc(-c2cc(=O)c3ccccc3n2C)cc1	-0.1	-3	16	4	1	-0.9	-2.8	4	-1
N#Cc1ccc(OCCOCCNC2CCCC2)cc1	0.8	-5	-8	-17	2	-0.2	1.7	-1	3
CCc1nc2c(c(=O)c3ccccc3n2C)c(=O)n1CCc1ccc(OC)cc1	0.4	0	21	36	-1	-1.4	-7.0	1	2
O=C1NN=C(c2ccccc2)CC1c1ccc(Cl)cc1Cl (configuration not stated)	0.2	-2	-4	63	-1	-0.2	1.2	3	-6
CCCCn1c(=N)n(CC(O)COc2ccccc2)c2ccccc21 (configuration not stated)	0.3	4	16	-3	1	-0.5	-1.3	7	-4
CC(NS(=O)(=O)c1ccccc1)c1n[nH]c(=S)n1-c1ccccc1 (configuration not stated)	1.0	-3	-21	19	1	0.4	4.4	-5	-7

Among those listed so far, these have a furan ring, fused or not:
SMILES	TRPML3 ag	Ba/F3 V617F tox	PPC-1+TRAIL kill	CHOP inh	Wee1 stabilizer	zfTRPN1 agonist	TNF death inh	BaF3 tox	RBBP9 inh
O=C(O)c1cc(-c2ccc(/C=N/N3C(=O)C4C5C=CC(C6CC56)C4C3=O)o2)ccc1Cl (configuration not stated)	-0.3	-4	15	5	3	-1.7	-0.1	-1	7
Cn1cnc2c(NCc3ccco3)ncnc21	0.8	1	11	24	1	0.1	-0.2	2	-2
COc1ccc(NC(=O)c2ccc(Br)o2)cc1	0.6	4	4	-6	-2	1.5	-2.9	3	-12
CCc1nc(SCC(=O)NCCc2ccccc2)c2oc3ccccc3c2n1	1.1	-3	21	10	5	-0.6	0.3	-2	0

From PubChem BioAssay
